Bioassay records from PubChem.
PhoP GFP inhibition: PhoP regulon inhibitors, Salmonella typhi PhoP promoter GFP reporter, confirmatory (AID 1850); Salmonella Typhi PhoP-promoter GFP reporter, fluorescence, 4 h; higher % means a stronger effect; one-dose inhibition, % at 50 µM; IC50 in µM for titrated hits; 310,000 tested, 0.33% active; in the data active = a potency from the dose series; inconclusive = inhibition mostly from about 25% at the one dose, without a potency; inactive = the rest, 99 in 100 with inhibition below about 19%;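 also: 0% = induced wells with vehicle and 100% = uninduced wells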
M. tuberculosis HTS: M. tuberculosis growth inhibition, HTS (AID 449762); M. tuberculosis H37Rv growth inhibition, 7H9 media; higher % means a stronger effect; inhibition, % at 25 µM, or IC50 in µM where a hit was titrated; 330,000 tested, 0.59% active; in the data active = a potency from the dose series; inconclusive = inhibition above about 70% without an active follow-up result;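 also: bacterial growth assessed after seven days of incubation; strong numbers were not always called active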
M. tuberculosis: growth inhibition of non-replicating M. tuberculosis (AID 488890). Mycobacterium tuberculosis non-replicating, growth inhibition; higher % means a stronger effect. inhibition, % at 25 µM; hits with a dose series show IC50 in µM. 320,000 tested, 0.39% active; in the data active = a potency from the dose series; inconclusive = inhibition mostly from about 82% at the one dose, without a potency; inactive = the rest, 99 in 100 with inhibition below about 76%;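 also: plate controls were DMSO cells for no effect and high antibiotic wells for full effect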
influenza NS1A: H1N1 influenza NS1A inhibitors, functional cell based assay (AID 504329). NS1A functional cell-based assay, percent inhibition; higher % means a stronger effect. one-dose inhibition, % at 12.5 µM; IC50 in µM for titrated hits. 340,000 tested, 0.3% active; in the data active = a potency from the dose series; inconclusive = inhibition above about 27% without an active follow-up result; also: strong numbers were not always called active
inhibitors of VEEV: inhibitors of VEEV TC-83 cytopathic effect, confirmation, Vero cells (AID 588727); 350,000 tested, 0.13% active; inhibition, % at 20 µM, or IC50 in µM where a hit was titrated; Vero cells, VEEV TC-83 cytopathic effect inhibition; higher % means a stronger effect; in the data active = a potency from the dose series; inconclusive = inhibition mostly from about 14% at the one dose, without a potency; inactive = the rest, 99 in 100 with inhibition below about 12%; also: strong numbers were not always called active
inhibitors of VEEV 10K pilot screen: also measured in inhibitors of VEEV; calls as there; inhibition, %; measured here: 10K pilot screen inhibition
An asterisk follows results filed as active; i = inactive; ? = inconclusive; / = no result given; & = joins results of further samples. An unsorted share of the library; any-hit rate near 1.5%.

SMILES	PhoP GFP inhibition	M. tuberculosis HTS	M. tuberculosis	influenza NS1A	inhibitors of VEEV	others
CCOc1ccc(NC(=O)CS(=O)CC(=O)Nc2cccnc2)cc1 (configuration not stated)	6%	1%	-6%	2%	0.2%
COc1ccccc1CNC(=O)C(NS(=O)(=O)c1ccc2c(c1)oc(=O)n2C)C(C)C (configuration not stated)	-5%	-8%	6%	-12%	0.3%
CC(C)Cn1c(-c2cccc(S(=O)(=O)N3CCOCC3)c2)n[nH]c1=S	/	-2%	-8%	-13%	6.8%
Cc1cc2nc(-c3ccccc3O)[nH]c2cc1C	/	/	/	-10%	1.2%
CSc1nc2cc3c(cc2n1C(=O)c1ccc(C)cc1)OCCO3	-9%	55%	?	9%	0.7%
COc1ccc(NC(=O)Nc2ccc(O)c3ccccc23)cc1	7%	7%	3.7µM*	/	2.9%
CCC(=O)N=c1sc2cc(F)cc(F)c2n1C	-6%	-3%	5%	-3%	0.5%
CC(=O)c1cccc(NC(=O)NCc2ccc3c(c2)OCO3)c1	-3%	-1%	-7%	-7%	9.3%
CC(C)c1csc(CN2CCN(CCc3ccccc3)C(CCO)C2)n1 (configuration not stated)	0%	5%	8%	-15%	0.4%
Cc1cccc(NC(=O)Cn2c(=O)n3nc(CCn4nc(C)cc4C)nc3c3ccccc32)c1	-4%	7%	79%	6%	3.5%
Cc1ccc(OCC(=O)NC2CCCC(C)C2C)c([N+](=O)[O-])n1 (configuration not stated)	/	7%	/	-7%	3.9%
C(#Cc1ccccc1)CN1CCCCC1	-13%	5%	2%	5%	0.8%
CC(Oc1ccc(Cl)cc1Cl)C(=O)NCc1ccncc1 (configuration not stated)	-10%	44%	10%	-1%	i	inhibitors of VEEV 10K pilot screen=0.0
O=C(COC(=O)c1ccc(Cl)nc1)Nc1ccc2c(c1)OCCO2	/	-8%	13%	-13%	0.8%
Cn1nc(-c2ccc3c(c2)OCCO3)c2ccccc2c1=O	6%	3%	7%	-5%	i
Cc1ccc(N2C(=O)c3sc4nnc(C)c(=O)n4c3C2=O)cc1	6%	-6%	-11%	-10%	0.4%
O=C(Nc1ccc(Cl)cc1)c1cccnc1N1CCCCC1	8%	21%	28%	12%	i
N=C(N)c1ccccc1	-23%&-8%	-7%&4%	22%&-11%	-4%&2%	0.7%&0.1%
Oc1ccccc1-n1nc2ccc3nonc3c2n1	2%	-1%	0%	5%	0.7%
COc1ccc(-c2nc(CN3CCC(C(=O)NC4CCN(Cc5ccccc5)CC4)CC3)c(C)o2)cc1OC	16%	4%	5%	0%	0.3%
Cc1cc([N+](=O)[O-])ccc1NC(=O)c1ccco1	-10%	-4%	35%	-5%	0.2%
O=C(c1ccc(Cl)cc1Cl)N1CCSCC1	-13%	11%	-6%	0%	0.2%
Cc1ccc(N)c(C(=O)c2ccc(Br)cc2)c1	3%	11%	50%	13%	0.2%	inhibitors of VEEV 10K pilot screen=1.5
CC(C)OC(=O)C1C2C=CC3(CN(Cc4cccs4)C(=O)C13)O2 (configuration not stated)	-3%	-7%	-18%	2%	i
CC(=O)c1sc(NC(=O)CS(=O)(=O)c2ccc(F)cc2)nc1C	1%	-4%	-16%	-10%	1.8%

Gathered by group, those above with a halogen (7)
SMILES	PhoP GFP inhibition	M. tuberculosis HTS	M. tuberculosis	influenza NS1A	inhibitors of VEEV	others
CCC(=O)N=c1sc2cc(F)cc(F)c2n1C	-6%	-3%	5%	-3%	0.5%
CC(Oc1ccc(Cl)cc1Cl)C(=O)NCc1ccncc1 (configuration not stated)	-10%	44%	10%	-1%	i	inhibitors of VEEV 10K pilot screen=0.0
O=C(COC(=O)c1ccc(Cl)nc1)Nc1ccc2c(c1)OCCO2	/	-8%	13%	-13%	0.8%
O=C(Nc1ccc(Cl)cc1)c1cccnc1N1CCCCC1	8%	21%	28%	12%	i
O=C(c1ccc(Cl)cc1Cl)N1CCSCC1	-13%	11%	-6%	0%	0.2%
Cc1ccc(N)c(C(=O)c2ccc(Br)cc2)c1	3%	11%	50%	13%	0.2%	inhibitors of VEEV 10K pilot screen=1.5
CC(=O)c1sc(NC(=O)CS(=O)(=O)c2ccc(F)cc2)nc1C	1%	-4%	-16%	-10%	1.8%

Returning to the listing, repeating the 3 entries before the break.
SMILES	PhoP GFP inhibition	M. tuberculosis HTS	M. tuberculosis	influenza NS1A	inhibitors of VEEV	others
Cc1ccc(N)c(C(=O)c2ccc(Br)cc2)c1	3%	11%	50%	13%	0.2%	inhibitors of VEEV 10K pilot screen=1.5
CC(C)OC(=O)C1C2C=CC3(CN(Cc4cccs4)C(=O)C13)O2 (configuration not stated)	-3%	-7%	-18%	2%	i
CC(=O)c1sc(NC(=O)CS(=O)(=O)c2ccc(F)cc2)nc1C	1%	-4%	-16%	-10%	1.8%
O=C(Nc1ccccn1)c1ccc(Cl)c(S(=O)(=O)N2CCCCCC2)c1	-6%	-2%	33%	-3%	11%
COc1ccc(S(=O)(=O)N2CCCOC2CNC(=O)C(=O)NCc2ccco2)cc1 (configuration not stated)	-3%	-1%	10%	-3%	0.5%
Cc1ccc2cc(CCNC(=O)c3cccc([N+](=O)[O-])c3)c(=O)[nH]c2c1C	-20%	14%	-4%	-2%	7.4%
COc1cccc(CC2(CO)CCCN(C(=O)c3cc[n+]([O-])cc3)C2)c1 (configuration not stated)	7%	-1%	-9%	6%	i
COc1ccc(CN2CCC(n3nccc3NC(=O)c3ccc4c(c3)OCO4)CC2)cc1C	-20%	-2%	59%	2%	i
Cc1ccc(-n2c(=O)[nH]cc(C(=O)Nc3ccc4c(c3)OCCO4)c2=O)cc1	-17%	/	-7%	3%	5.8%
OCc1cn(-c2ccccc2)nc1-c1ccco1	0%	0%	50%	-15%	i
COc1ccccc1Sc1ccccc1/C=N/NC(N)=O	2%	12%	-4%	5%	1.1%
CCC1Nc2ncnc(N3CCN(c4ccccn4)CC3)c2N(Cc2ccc(Br)cc2)C1=O (configuration not stated)	/	-2%	47%	4%	8.9%
Cc1ccc(S(=O)(=O)CCC(=O)Nc2cc(Cl)ccc2-n2cncn2)cc1	-7%	-8%	62%	7%	2.8%
Cc1cccc(/C=N/NC(=O)c2ccncc2)n1	-5%	?	?	6%	i
CC(=O)CSc1ncnc2sc3c(c12)CCC3	-1%	-2%	25%	-5%	7.3%
CCc1ccc(NC(=O)c2cc(S(=O)(=O)N3CCCC3)c[nH]2)cc1	/	-5%	19%	25%	i
Cc1ccc(NC(=O)c2cccc(S(=O)(=O)N3CCN(c4ccccc4)CC3)c2)nc1	2%	?	27%	5%	3.1%
CC(C)(C)NC(=O)NC(=O)COC(=O)c1cccc(OC(F)F)c1	2%	8%	51%	3%	1.2%
COC(=O)C1=C(C)NC(=S)NC1c1ccc(N(CCCl)CCCl)cc1Cl (configuration not stated)	/	/	/	-16%	6.2%
COc1ccc(NC(=O)CN(C)S(=O)(=O)c2ccc3c(c2)n(C)c(=O)c(=O)n3C)cc1	-13%	3%	-9%	-1%	2.5%
CCc1cccc(CC)c1N(COC)C(=O)Cn1ccccc1=N	0%	-4%	7%	1%	0.8%
CCCCCCCCCCCCS(=O)(=O)CCC(=O)O	4%	2%	23%	2%	6.0%
Cc1ccnc(SCC(=O)N2CCCc3ccccc32)n1	-4%	-3%	-2%	-12%	0.2%
COc1ccc(-c2onc(C)c2-c2cnn(-c3ccccc3)c2)c(O)c1C	-1%	27%	22%	12%	0.7%
CCCCOc1ccc(C(=O)NCC(=O)NCC(c2cccs2)N2CCOCC2)cc1 (configuration not stated)	/	6%	13%	-4%	0.9%
O=C(c1ccc2ccccc2c1)N1CCN(c2ccc([N+](=O)[O-])c(N3CCOCC3)c2)CC1	20%	4%	14%	6%	0.4%
Cc1[nH]n(C(N)=S)c(=O)c1N=Nc1cccc(Cl)c1	8%	7%	?	-7%	1.8%
CCOc1ccc(NS(=O)(=O)c2ccc(C(=O)NNC(=O)c3ccccc3O)cc2)cc1	-6%	6%	7%	9%	4.2%

Random excerpt: 5 compounds from above
SMILES	PhoP GFP inhibition	M. tuberculosis HTS	M. tuberculosis	influenza NS1A	inhibitors of VEEV	others
Cc1cccc(/C=N/NC(=O)c2ccncc2)n1	-5%	?	?	6%	i
Cc1ccc(NC(=O)c2cccc(S(=O)(=O)N3CCN(c4ccccc4)CC3)c2)nc1	2%	?	27%	5%	3.1%
COc1ccc(CN2CCC(n3nccc3NC(=O)c3ccc4c(c3)OCO4)CC2)cc1C	-20%	-2%	59%	2%	i
O=C(Nc1ccccn1)c1ccc(Cl)c(S(=O)(=O)N2CCCCCC2)c1	-6%	-2%	33%	-3%	11%
CCc1cccc(CC)c1N(COC)C(=O)Cn1ccccc1=N	0%	-4%	7%	1%	0.8%

Continuation:
SMILES	PhoP GFP inhibition	M. tuberculosis HTS	M. tuberculosis	influenza NS1A	inhibitors of VEEV	others
Cc1cccc(N=C2NC(=O)/C(=C/c3cccnc3)S2)c1C	-1%	3%	39%	1%	6.7%
Cc1ccc(-c2nc(NC(=O)CSc3ccc4ccccc4n3)ns2)cc1	-5%	1%	-12%	0%	i
O=C(CCl)Nc1cccc(-c2cnc3ccccc3n2)c1	10%	?	?	3%	0.1%
CCc1cc(C(=O)N2CCN(S(=O)(=O)c3cc(C)ccc3C)CC2)sc1C	/	-6%	14%	-9%	1.0%
O=[N+]([O-])c1cc(-c2ccc(/C=N\n3cnnc3)o2)cc([N+](=O)[O-])c1	5%	0.65µM*	?	1%	0.3%
Clc1ncc(CN2CCN(c3ccccc3)CC2)s1	10%	2%	24%	1%	i
Cc1cc(C)n2nc(C(=O)Nc3ccc4c(c3)OCO4)nc2n1	1%	-7%	21%	1%	0.8%
Cc1ccc2occ(C(c3nnnn3C3CCCC3)N3CCN(C(=O)c4ccco4)CC3)c(=O)c2c1 (configuration not stated)	-1%	-4%	37%	8%	9.0%
COc1ccc(OCC(=O)NNC(=O)C(=O)Nc2ccc(C)cc2)cc1	0%	?	/	-7%	2.1%
COc1cc(C(=O)OC(C)CN2C(C)CCCC2C)cc(OC)c1OC (configuration not stated)	-6%	9%	3%	-8%	i
Cc1cccc(C(=O)OCc2cnc(Cl)s2)c1	-4%	3%	39%	5%	0.0%
CCOCCCNC(=O)c1c[nH]c2cc(OC)ccc2c1=O	-19%	-1%	6%	7%	0.4%
O=C(CCN1C(=O)/C(=C/c2ccc(F)cc2)SC1=S)NC1CCS(=O)(=O)C1 (configuration not stated)	-4%	1%	30%	9%	2.6%
C=C(C)[C@@H]1CC[C@]2(C(=O)O)CC[C@]3(C)C(CCC4[C@@]5(C)CC[C@H](O)C(C)(C)C5CC[C@]43C)C12 (some centres not stated)	12%	-1%	25%	-4%	i
Cc1nnc(N(C)C(=O)c2cccnc2)s1	-3%	-20%	-7%	-20%	0.5%
O=C(Nc1ccc(N2CCCC2)cc1)c1cccc(Cl)c1Cl	5%	-1%	-17%	5%	1.8%
Cc1c(NC(=O)Nc2ccc3c(c2)OCO3)cccc1[N+](=O)[O-]	0%	4%	-4%	9%	2.4%
CN(c1ccccc1C(=O)O)S(C)(=O)=O	1%	1%	-5%	1%	0.1%	inhibitors of VEEV 10K pilot screen=0.8
O=C1[C@H]2[C@H](ON3CCCC[C@H]23)C(=O)N1c1cccc(C(F)(F)F)c1	-3%	-7%	-11%	-3%	2.5%
Cc1cc(C)n(-c2ccc(F)cc2CN2CCN(C3CCCC3)C(CCO)C2)n1 (configuration not stated)	0%	8%	8%	-13%	1.8%
